Assay outcomes (PubChem BioAssay)
VP16 counter – inhibits Gal4-VP16 luciferase reporter, ROR gamma counter-screen. Drosophila S2 Gal4-VP16 UAS-luciferase, luminescence, 20 h. AID 2546. 310,000 tested, 3.5% active. Potency, µM (titrated, usually from 53.6 µM), inactives show at the highest dose activity, negative = inhibition, usual class: inhibitors;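 note: Gal4-VP16 expression switched on by copper sulfate through the metallothionein promoter; potency is the fitted concentration of half-maximal effect; % is set by controls: 0 for no effect and ±100 for the full control effect; nearly all actives have a fitted effect of over 50% in size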
NPC1 promoter act – NPC1 promoter activation; 320,000 tested, 2.4% active; Potency, µM (highest dose often 9.22 µM), without a hit: at the top dose activation, most hits filed as activators; Huh7 NPC1 promoter luciferase reporter, 24 h;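 note: potency is the fitted concentration of half-maximal effect; % of control where 0% means no effect; nearly all actives have a fitted effect of over 60% in size; reporter is driven by a mutant NPC1 promoter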
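Stable NPC1-promoter luciferase Huh7 line; cpd (DMSO) 24 h, 37 °C, 5% CO2; Amplite luciferase reagent 10 min RT; luminescence readout. qHTS format.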
ELG1 genotoxic – inducers of genotoxicity in HEK293T ELG1-luciferase cells; 330,000 tested, 1.3% active; HEK293T ELG1-luciferase reporter, luminescence, 16 h; Potency, µM (doses to about 46 µM), for the others: top-dose activity change, positive = activation, hits mostly activators; AID 504466; note: potency is the fitted concentration of half-maximal effect; % of control where 0% means no effect; nearly all actives have a fitted effect of over 60% in size
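Reporter readout depends on ELG1 protein level, which increases with genetic stress. After 16 hr compound exposure at 37 °C, luciferase activity was quantified using ONE-Glo.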
ELG1 DNA repair – inhibitors of ELG1-dependent DNA repair in HEK293T cells | HEK293T ELG1-luciferase reporter, luminescence, 16 h; DNA damage induced by 5-fluorouridine | Potency, µM (doses to about 46.1 µM), for inactives: top-dose activity change, negative = inhibition, actives largely listed as inhibitors | 330,000 tested, 2.3% active; note: potency is the fitted concentration of half-maximal effect; % is set by controls: 0 for no effect and ±100 for the full control effect; nearly all actives have a fitted effect of over 55% in size
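Step one: seed 2,000 cells per well. Step two: pin-transfer compound or DMSO alongside 5-fluorouridine. Step three: incubate 16 hr, 37 °C, 5% CO2. Step four: add ONE-Glo, wait 30 min, read luminescence.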
p53 reactivator – re-activators of mutant p53. H1299 p53-A138V BP100-luciferase reporter, luminescence, 24 h. Potency, µM (top dose mostly 92.2 µM), inactives show at the top dose activity change, positive = activation, usual class: activators. 320,000 tested, 0.063% active. AID 504706; note: potency is the fitted concentration of half-maximal effect; % of control where 0% means no effect; nearly all actives have a fitted effect of over 45% in size
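p53-null H1299 cells stably carrying temperature-sensitive p53-A138V and a BP100-luciferase reporter were pinned with compounds (4-point, 1:5 series) and held 24 hrs at 37 deg C. Luminescence was read 10 min after detection reagent.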
BRCA1 expr act – increases BRCA1 expression. 380,000 tested, 1.1% active. AID 624202. MCF7-BRCA1-FFLuc reporter, luminescence, 48 h; response scale: scaled: vehicle 0%, 10 µM genistein 100%. Potency, µM (top dose mostly 46.1 µM), for inactives: top-dose activation, most hits filed as activators; note: potency is the fitted concentration of half-maximal effect; nearly all actives have a fitted effect of over 80% in size; some results filed as inactive show a strong effect at the top dose
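First, MCF7-BRCA1-FFLuc cells (2000/well) attach for 2 h; next, compounds are pin-added and incubated 48 h at 37 °C; finally, luciferase reagent is added and luminescence read after 15 min.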
RORgamma inh – ROR gamma (mouse) transcription inhibition | Drosophila S2 Gal4-RORgamma UAS-luciferase reporter, 20 h | Potency, µM (doses to about 53.6 µM), inactives show top-dose activity change, negative = inhibition, hits mostly inhibitors | 310,000 tested, 5.4% active; note: potency is the fitted concentration of half-maximal effect; % is set by controls: 0 for no effect and ±100 for the full control effect; nearly all actives have a fitted effect of over 60% in size
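Luciferase reporter read in Schneider cells carrying Gal4-RORγ (mouse) and UAS-Photinus luciferase; cells given compound 1 h before 700 uM copper sulfate induction, then incubated 20 h at ambient temperature.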
FLuc modulator – counter-screen for miR-21 project: firefly luciferase inhibitors or activators. P08659. purified FLuc, Km substrates, luminescence inhibition. Potency, µM (titrated, usually from 57.5 µM), without a hit: at the highest dose activity change, negative = inhibition, hits mostly inhibitors. 360,000 tested, 6.9% active. AID 588342;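 note: potency is the fitted concentration of half-maximal effect; plate controls were vehicle for no effect and reference inhibitor for full effect; nearly all actives have a fitted effect of over 55% in size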
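Biochemical qHTS of compounds, final roughly 60 µM downward over six points, against 10 nM purified firefly luciferase using Km concentrations of substrates (10 uM D-luciferin, 10 uM ATP) in Tris acetate pH 7.5 buffer; luminescence output.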
Rab9 promoter act – activates the Rab9 promoter; Huh7 Rab9 promoter-luciferase reporter, luminescence, 24 h; Potency, µM (highest dose often 9.22 µM), for inactives: at the top dose activation, negative = inhibition, usual class: activators; AID 485297; 320,000 tested, 2.8% active; note: potency is the fitted concentration of half-maximal effect; % of control where 0% means no effect; nearly all actives have a fitted effect of over 60% in size
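Quantitative HTS format; Huh7 Rab9-luciferase reporter cells (1500/well) receive compound 2 h post-plating, incubate 24 h at 37 °C, then get luciferase reagent for 10 min before luminescence reading.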
TRPV1 agonist – human TRPV1 agonism. Q8NER1. TRPV1-expressing cells, Fluo-8 calcium influx, agonist mode. activation, % at 8.33 µM. 320,000 tested, 0.19% active; in the data active = activation above about 80%; inconclusive = between about 30% and that limit; note: 0% is about no effect
Target sequence (Q8NER1 whole entry, looked up): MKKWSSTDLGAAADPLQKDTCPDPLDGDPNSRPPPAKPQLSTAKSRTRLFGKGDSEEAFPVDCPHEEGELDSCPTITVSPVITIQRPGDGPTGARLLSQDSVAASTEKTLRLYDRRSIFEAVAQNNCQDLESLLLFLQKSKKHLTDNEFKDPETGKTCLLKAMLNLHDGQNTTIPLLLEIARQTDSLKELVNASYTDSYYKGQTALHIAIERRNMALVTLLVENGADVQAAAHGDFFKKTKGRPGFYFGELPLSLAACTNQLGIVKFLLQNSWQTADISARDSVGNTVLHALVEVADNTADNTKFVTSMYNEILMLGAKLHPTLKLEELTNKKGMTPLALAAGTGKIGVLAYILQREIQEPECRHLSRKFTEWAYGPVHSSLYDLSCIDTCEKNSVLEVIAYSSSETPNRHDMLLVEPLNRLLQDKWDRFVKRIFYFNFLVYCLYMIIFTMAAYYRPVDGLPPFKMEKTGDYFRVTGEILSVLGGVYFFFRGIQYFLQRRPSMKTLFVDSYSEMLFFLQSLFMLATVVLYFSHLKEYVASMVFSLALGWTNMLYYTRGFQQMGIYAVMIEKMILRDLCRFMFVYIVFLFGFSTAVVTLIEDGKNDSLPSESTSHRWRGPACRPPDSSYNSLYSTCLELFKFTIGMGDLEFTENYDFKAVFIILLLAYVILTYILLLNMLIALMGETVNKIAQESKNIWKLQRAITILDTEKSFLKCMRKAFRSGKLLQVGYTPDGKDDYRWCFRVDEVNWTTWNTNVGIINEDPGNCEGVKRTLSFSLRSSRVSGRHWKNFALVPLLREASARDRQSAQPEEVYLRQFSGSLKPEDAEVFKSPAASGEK
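TRPV1-expressing cells were cultured overnight at 35.5C and loaded with Fluo-8 calcium dye for 40 to 90 min at room temperature. After a 10 s baseline, compound was added and calcium influx was read kinetically for 3 min (ex 480/em 520 nm).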
Tb PFK inh – T. brucei PFK enzyme inhibition. O15648. T. brucei PFK, ADP-Glo luminescence. Potency, µM (series often up to 57.5 µM), for inactives: top-dose activity, negative = inhibition, hits mostly inhibitors. 330,000 tested, 0.17% active. AID 485367;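 note: potency is the fitted concentration of half-maximal effect; 0% = uninhibited 1x PFK enzyme wells and -100% = no-enzyme wells; nearly all actives have a fitted effect of over 60% in size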
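Compounds were pin-transferred as a titration series up to 57 uM into substrate buffer (0.5 mM F6P, 0.1 mM ATP, pH 8.0), then 1.25 nM PFK was added and reactions ran 45 min before ADP-Glo detection.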
* = called active by the depositor; ? = inconclusive; / = no result given; [ ] = another dose, or the depositor's remark. Unless noted, calls come from the whole dose curve; as a rule, active = well fitted curve in the direction sought with a large enough effect; inconclusive = small, poorly fitted or top-dose-only effect, or another doubt; inactive = no such curve, though single readings can be large; an effect the other way counts as inactive or inconclusive.

SMILES	VP16 counter	NPC1 promoter act	ELG1 genotoxic	ELG1 DNA repair	p53 reactivator	BRCA1 expr act	RORgamma inh	FLuc modulator	Rab9 promoter act	TRPV1 agonist	Tb PFK inh
O=C(NC1CCN(C(=O)Nc2ccc(F)cc2)CC1)c1ccc(F)cc1	0%	-2%	-19%	7%	-6%	-1%	0%	2%	-4%	4	-6%
Cc1ccc(C)c(C(=O)COC(=O)c2cc([N+](=O)[O-])ccc2N2CCOCC2)c1	/	-2%	1%	-6%	6%	-8%	/	-7%	2%	26	-1%
COc1ccc(C2=NOC(C(=O)NCCCn3ccnc3)C2)cc1 (centres undefined)	-2%	1%	4%	-1%	0%	36%	-2%	-1%	-7%	-7	2%
CCOC(=O)CCSCC(=O)Nc1cc(C)on1	-4%	2%	-6%	?	3%	1%	-9%	-11%	-1%	14	-2%
CCN(CC)S(=O)(=O)c1cc(C(=O)Nc2cccnc2)ccc1Cl	-2%	-3%	-4%	?	-5%	-23%	29%	8%	-1%	13	3%
NC(=O)C1(N2CCCCC2)CCN(C(=O)NC23CC4CC(CC(C4)C2)C3)CC1	-2%	0%	7%	6%	-2%	-1%	10%	3%	-9%	3	0%
CNc1nc2c(c(=O)[nH]c(=O)n2C)n1CCCc1ccccc1	11%	-3%	7%	?	-8%	-5%	-13%	0%	-1%	-1	0%
Cc1cccc(-n2[nH]c3c4c(ccc3c2=O)C(=O)c2ccccc2C4=O)c1	-5%	1%	-4%	-16%	2%	-5%	-27%	?	20%	-3	-1%
c1ccc2c(c1)nc1n2CCS1	2%	-4%	-5%	-1%	2%	5%	5%	2%	-6%	-7	-7%
CC(C)N(C(=O)c1ccc(-c2ccccc2F)cc1)C(C)C	1%	2%	-8%	?	-4%	-13%	7%	1%	1%	29	1%
O=C1C(=O)N(CCN2CCOCC2)C(c2ccccn2)/C1=C(/O)c1ccccc1 (centres undefined)	-7%	4%	14%	?	?	-21%	-33%	-3%	1%	-7	-12%
Cc1cc2c(cc1S(=O)(=O)NCc1ccccc1)NC(=O)CO2	/	-6%	0%	4%	-2%	0%	/	-1%	-1%	0	-4%
COc1ccc(C(=O)N2CCOC23CCN(c2ncccn2)CC3)cc1	4%	-2%	2%	8%	-2%	18%	9%	0%	-2%	1	-1%
Cc1cc(C)n2nc(SCC(=O)NC3CCCCC3C)nc2n1 (centres undefined)	-3%	2%	-2%[9.26 µM]	-11%	-1%	41%	-20%	1%	-1%	-1	-4%
CCOc1ccc(NC(=O)CC(NC(C)=O)c2ccccc2)cc1S(=O)(=O)N1CCCC1 (centres undefined)	/	-4%	0%	?	4%	-4%	/	1%	-4%	-1	-6%
COc1ccccc1C1/C(=C(\O)c2ccc3c(c2)OCCO3)C(=O)C(=O)N1Cc1cccnc1 (centres undefined)	-3%	0%	0%	8%	?	16%	13%	0%	-1%	-1	-1%
O=C(NC1CCCCC1)c1ccc(-c2ccccc2[N+](=O)[O-])o1	?	0.71µM*	2.1µM*	?	?	62%	?	3.8µM*	1.4µM*	?	7%
c1ccc(CSc2nnnn2-c2cccc3ccccc23)nc1	10%	3%	-2%	2%	-12%	13%	22%	-6%	-1%	1	5%
CCOc1cc(C)cc2oc(=O)cc(-c3ccccc3)c12	-4%	1%	-6%	-14%	-3%	1%	-2%	1%	-9%	?	-7%
CC(C)CC1CC(=O)OC1(C)C(=O)CSc1nc2ccccc2s1 (centres undefined)	-2%	-2%	3%	?	11%	-19%	?	-5%	-5%	?	-1%
COc1ccccc1N1CCN(C/C(O)=C(\C#N)c2nc(-c3ccccc3)cs2)CC1	/	-1%	6%	?	-1%	1%	10%[0.365 µM]	4%	-7%	10	-8%
CCOP(=O)(OCC)C(NC(=O)Nc1ccc(Cl)cc1)C(=O)N(CC)CC (centres undefined)	0%	0%	0%	3%	4%	22%	44%	-2%	0%	4	0%
COc1ccc(CCNC(=O)C(=O)N2CCCCC2)cc1OC	1%	1%	1%	?	7%	-9%	-22%	-2%	-2%	1	0%
O=C(COC(=O)CCCC1=NS(=O)(=O)c2ccccc2N1)Nc1ccccc1	-9%	-1%	1%	15%	14%	0%	1%	6%	-5%	-2	2%
CCC1=NN2C(=N)/C(=C\c3ccc(OCCOc4ccccc4OC)cc3)C(=O)N=C2S1	?	1%	-1%	0%	/	1%	1%[1.91 µM]	5%	0%	3	-2%
Additional records:
SMILES	VP16 counter	NPC1 promoter act	ELG1 genotoxic	ELG1 DNA repair	p53 reactivator	BRCA1 expr act	RORgamma inh	FLuc modulator	Rab9 promoter act	TRPV1 agonist	Tb PFK inh
CC(=O)c1cccc(NC(=S)N2CCN(S(=O)(=O)c3ccccc3)CC2)c1	23%	1%	-6%	-12%	8%	-31%	?	-9%	0%	9	-4%
COc1ccccc1NC(=O)C(C)Sc1nc2ccccc2c(=O)n1CC1CCCO1 (centres undefined)	/	1%	-1%	-1%	-1%	-21%	/	2%	-1%	26	0%
CCn1c2ccc(F)cc2c2nnc(SCCN3CCOCC3)nc21	-1%	-2%	2%	-3%	-4%	-40%	-15%	4%	0%	1	0%
CC(C)CC(NC(=O)c1ccc(Cl)cc1)C(=O)O (centres undefined)	4%	-3%	0%	4%	2%	-7%	-1%	-1%	-3%	-7	1%
O=C(NCC(=O)N(Cc1ccco1)C(C(=O)NC1CCCCC1)c1cccnc1)c1cccs1 (centres undefined)	-20%	4%	1%	1%	5%	-16%	20%	0%	-7%	1	0%
COC(=O)N1CC(c2ccccc2)CC1=O (centres undefined)	-1%	-1%	0%	0%	4%	16%	-19%	3%	-11%	-7	4%
COC(=O)c1ccccc1NS(=O)(=O)c1ccc2[nH]c(=O)[nH]c2c1	-4%	-3%	0%	-2%	6%	-14%	-4%	-2%	1%	1	-2%
CC(CNC(=O)CN1C(=O)NC2(CCOc3ccccc32)C1=O)c1ccccc1 (centres undefined)	/	1%	1%	3%	-17%	3%	/	3%	-4%	0	9%
O=C(Cn1cc(C(F)(F)F)ccc1=O)Nc1ccccc1	-2%	5%	8%	?	1%	0%	13%	-15%	7%	1	4%
c1ccc2sc(N3CCN(Cc4nnnn4CC4CCCO4)CC3)nc2c1 (centres undefined)	0%	6%	-4%	?	3%	-14%	31%	-2%	10%	0	2%
CCOc1ccccc1NC(=O)/C(C#N)=C/c1c(C)nn(-c2ccc(F)cc2)c1Cl	-10%	-1%	12%	5%	-1%	-16%	0%	4%	-1%	2	-2%
Cc1ccc(C(=O)NCCc2c[nH]c3ccccc23)s1	8%	3.5µM*	?	?	?	3.2µM*	-33%	12µM*	3.2µM*	?	-4%
O=[N+]([O-])c1cccc(S(=O)(=O)N2CCc3ccccc3C2)c1	-4%	-3%	0%	2%	/	-17%	-12%	7%	0%	5	0%
O=C(NC(=S)Nc1cccc(F)c1)c1cccc([N+](=O)[O-])c1	6.3µM*	?	0%	21%	?	-18%	1.6µM*	?	19%	6	-12%
COc1ccc(CCNC(=O)c2c(C)noc2C)cc1	2%	-2%	-1%	-4%	-5%	40%	-16%	-1%	5%	-1	1%
CCCCCCCCc1nc(SC(C)C(=O)O)n[nH]1 (centres undefined)	-2%	2%	-3%	-12%	1%	4%	-2%	?	2%	2	0%
Cn1c(CN2CCCC2)nc2cc(NC(=O)Nc3ccccc3)ccc21	15%	18%	?	?	?	11µM*	16%	0%[2.3 µM]	27%	0	16%
CCN(CC)C(=O)COc1ccc2c(c1)C(=O)CC(C)(C)O2	-2%[10 µM]	1%	-3%	25%	7%	5%	17%	-6%	-4%	-11	0%
O=C(c1ccccc1Cl)N1CCC(c2nc3c(nnn3Cc3ccco3)c(=O)[nH]2)CC1	-1%	-1%	5%	-2%	-17%	0%	?	0%	-3%	1	-2%
COc1cccc(C(=O)N(C)CC(=O)Nc2ccc(F)c(F)c2F)c1	0%	-4%	-2%	-11%	-1%	-18%	35%	1%	-6%	-1	-1%
Cc1cc(C(=O)NNC(=O)c2ccc(C)s2)c(C)o1	/	5%	0%	14%	9%	25%	/	0%	-3%	3	20%
CCCc1cc(=O)n2[nH]c(-c3ccco3)nc2n1	2%	6%	1%	14%	7%	1%	-27%	15µM*	-2%	-5	0%
COc1ccc(-c2csc(NC(=O)C3=COCCO3)n2)cc1OC	/	?	?	?	7%	?	/	?	?	-4	10%

Arranged by value in p53 reactivator (high to low): 3 of the compounds above
Molecule	p53 reactivator
CC(=O)c1cccc(NC(=S)N2CCN(S(=O)(=O)c3ccccc3)CC2)c1	8%
CCCc1cc(=O)n2[nH]c(-c3ccco3)nc2n1	7%
CCOc1ccccc1NC(=O)/C(C#N)=C/c1c(C)nn(-c2ccc(F)cc2)c1Cl	-1%
